# Growth percent in the NCI-60 one-dose screen (48 h, 10 µM unless noted): 100 = growth as untreated, 0 = no growth, -100 = all killed.
# SF-268: SF-268 CNS cancer cells; 82,000 tested, 3.1% active; AID 1794759
# DU-145: DU-145 prostate cancer; 81,000 tested, 4.2% active; AID 1794760
# U251: U251 CNS tumor cells. 80,000 tested, 5.4% active
# SF-295: SF-295 CNS cancer cells; 79,000 tested, 5.6% active; AID 1794758
# OVCAR-8: OVCAR-8 ovarian cancer | 81,000 tested, 4.4% active | AID 1794782
# SF-539: SF-539 CNS cancer; AID 1794752; 81,000 tested, 6.8% active
# PC-3: PC-3 prostate cancer cells; AID 1794754; 80,000 tested, 3.9% active
# SNB-19: SNB-19 CNS cancer cells; 81,000 tested, 2.5% active; AID 1794751
# Numbers without * were called inactive; · = no result given. How the source made its calls: active means growth percent below 10; inactive means the rest.
# Short keys – A = SF-268; B = DU-145; C = U251; D = SF-295; E = OVCAR-8; F = SF-539; G = PC-3; H = SNB-19
Compound: Nc1oc2ccc(Cl)cc2c(=O)c1-c1ccc(Cl)cc1
  A: 96 | B: 100 | C: 104 | D: 69 | E: 98 | F: 83 | G: 94 | H: 99
Compound: Cc1nc(-c2nc(-c3ccccc3)c(-c3ccccc3)[nH]2)sc1C
  A: 98 | B: 99 | C: 106 | D: 102 | E: 110 | F: 106 | G: 91 | H: 98
Compound: CCCCc1nc(Cl)c(C2CC(c3cc(OC)c(OC)c(OC)c3)=NN2c2ccc(Cl)cc2)[nH]1 (stereo unspecified)
  A: 95 | B: 101 | C: 94 | D: 92 | E: 97 | F: 96 | G: 71 | H: 97
Compound: CC(C)c1ccc(/C=C/C(=O)Nc2ncc(Cc3ccc(Cl)cc3Cl)s2)cc1
  A: 83 | B: 76 | C: 93 | D: 55 | E: 80 | F: 89 | G: 80 | H: 92
Compound: Cn1cc(NC(=O)c2cc(NC(=O)c3ccc(/C=C/c4ccccc4)cc3)cn2C)cc1C(=O)NCCCN1CCOCC1
  A: 59 | B: 44 | C: -69* | D: -81* | E: 15 | F: -98* | G: 38 | H: 70
Compound: COc1ccc([C@@H]2[C@H](C(=O)Nc3cccc4c3CCCC4)c3ccccc3C(=O)N2c2ccc(OC)cc2)cc1
  A: 96 | B: 100 | C: 75 | D: 92 | E: 93 | F: 96 | G: 61 | H: 83
Compound: CC(C)(CCOC(=O)Nc1cccc2ccccc12)c1ccccc1
  A: 101 | B: 106 | C: 99 | D: 85 | E: 111 | F: 103 | G: 71 | H: 97
Compound: Nn1c(SCC(=O)Nc2cccc(Br)c2)nnc1-c1ccc(NC(=O)c2cccnc2)cc1
  A: 96 | B: 111 | C: 85 | D: 102 | E: 101 | F: 92 | G: 102 | H: 89
Compound: CC(C)(C)c1cc(/C=N/NC(=O)c2ccccc2NC(=O)c2ccco2)c(O)c(C(C)(C)C)c1
  A: 42 | B: 52 | C: · | D: 53 | E: · | F: 53 | G: 48 | H: 66
Compound: CCCCCOC(=O)c1nc(NCC2CCCCC2)sc1N
  A: 89 | B: 99 | C: 99 | D: 110 | E: 94 | F: 89 | G: 97 | H: 106
Compound: C/C=C(/C)C(=O)O[C@H]1CC[N+]2([O-])CC=C(COC(=O)[C@@](O)([C@H](C)OC)C(C)(C)O)[C@H]12 (stereo partly specified)
  A: 101 | B: 108 | C: 92 | D: 94 | E: 94 | F: 99 | G: 94 | H: 103
Compound: CCN(CC)S(=O)(=O)c1ccc(O)c(NC(=O)c2[nH]c(C)c(C(C)=O)c2CCc2ccc(Cl)cc2)c1
  A: 55 | B: 68 | C: 31 | D: 59 | E: 37 | F: 65 | G: 33 | H: 47
Compound: COc1cc(CNc2oc(-c3ccccc3)c(-c3ccccc3)c2C#N)cc(CN2CCCC2)c1O
  A: 94 | B: 107 | C: 105 | D: 108 | E: 95 | F: 109 | G: 97 | H: 105
Compound: CCCn1cc(/C=N\N=C2\C(=O)Nc3ccc(OC(F)(F)F)cc32)c2ccccc21
  A: 112 | B: 87 | C: 87 | D: 91 | E: 85 | F: 105 | G: 68 | H: 101
Compound: COC1OC(O)C(NC(=O)C(F)(F)F)CC1O (stereo unspecified)
  A: 101 | B: 105 | C: 99 | D: 102 | E: 96 | F: 102 | G: 87 | H: 98
Compound: COC12C=CC34c5ccccc5C(=O)N3c3ccccc3C(O1)C4C2 (stereo unspecified)
  A: 99 | B: 112 | C: 107 | D: 113 | E: 105 | F: 107 | G: 92 | H: 99
Compound: c1ccc(-c2ccc(C3CCCN3)cc2)cc1 (stereo unspecified)
  A: 90 | B: 106 | C: 94 | D: 100 | E: 111 | F: 93 | G: 105 | H: 86
Compound: Cc1ccc(S(=O)(=O)Cl)c(Cl)c1
  A: 105 | B: 112 | C: 95 | D: 89 | E: 105 | F: 94 | G: 102 | H: 102
Compound: O=C1Nc2ccccc2C1=Nc1ccccc1-c1ccccc1
  A: 82 | B: 82 | C: · | D: 49 | E: 84 | F: 84 | G: 72 | H: 74
Compound: Nc1ccc2c(c1)S(=O)(=O)c1cc(O)ccc1O2
  A: 104 | B: 111 | C: 95 | D: 103 | E: 102 | F: 87 | G: 87 | H: 100
Compound: CCCCCCCC(C)O (stereo unspecified)
  A: 104 | B: 99 | C: 96 | D: · | E: 104 | F: 105 | G: 106 | H: 105
Compound: O=C(O)/C=C/C(=O)Nc1cc(Cl)c(Cl)cc1Cl
  A: 93 | B: 114 | C: 67 | D: 98 | E: 92 | F: 83 | G: 95 | H: 83
Compound: CC[C@]12C=CCN3CC[C@]4(C(=C(C(=O)OC)C1)Nc1cc(OC)c([C@@H]5[C@H]6O[C@H]6[C@@]6(CC)CC(C(=O)OC)=C7Nc8cc(O)ccc8[C@@]78CCN5[C@@H]68)cc14)[C@@H]32
  A: 22 | B: 23 | C: -38* | D: -47* | E: 28 | F: -38* | G: 13 | H: 22
Compound: ClC(Cl)(c1ccccc1)c1ccc(-c2ccccc2)cc1
  A: 109 | B: 102 | C: 91 | D: 76 | E: 98 | F: 99 | G: 84 | H: 96
Compound: CCOC(=O)CC1CSC(c2ccc(C(F)(F)F)cc2)=N1 (stereo unspecified)
  A: 99 | B: 106 | C: 102 | D: 97 | E: 106 | F: 112 | G: 105 | H: 104
Compound: C/C=C\C=C(C(=O)OC)C(=O)OC
  A: 103 | B: 116 | C: 100 | D: 106 | E: 102 | F: 100 | G: 96 | H: 106
Compound: COc1ccc(CNc2ccnc3[nH]c4ccc(C#N)cc4c23)cc1
  A: 90 | B: 83 | C: 76 | D: 89 | E: 81 | F: 91 | G: 83 | H: 101
Compound: O=C1NC(=O)C(Cc2ccc(Cl)cc2)(c2ccccc2)N1 (stereo unspecified)
  A: 110 | B: 123 | C: 104 | D: 106 | E: 108 | F: 104 | G: 85 | H: 108
Compound: O=Cc1c2ccccc2cc2ccccc12
  A: 99 | B: 108 | C: 80 | D: 89 | E: 97 | F: 101 | G: 76 | H: 83
Compound: Clc1cc2c(c(CSc3nc4ccccc4n4cccc34)c1)OCOC2
  A: 85 | B: 106 | C: 86 | D: 79 | E: 59 | F: 67 | G: 61 | H: 107

# A different layout for part of the listing above.
SMILES,SF-268,DU-145,U251,SF-295,OVCAR-8,SF-539,PC-3,SNB-19
CCCCCCCC(C)O (stereo unspecified),104,99,96,·,104,105,106,105
O=C(O)/C=C/C(=O)Nc1cc(Cl)c(Cl)cc1Cl,93,114,67,98,92,83,95,83
CC[C@]12C=CCN3CC[C@]4(C(=C(C(=O)OC)C1)Nc1cc(OC)c([C@@H]5[C@H]6O[C@H]6[C@@]6(CC)CC(C(=O)OC)=C7Nc8cc(O)ccc8[C@@]78CCN5[C@@H]68)cc14)[C@@H]32,22,23,-38*,-47*,28,-38*,13,22
ClC(Cl)(c1ccccc1)c1ccc(-c2ccccc2)cc1,109,102,91,76,98,99,84,96
CCOC(=O)CC1CSC(c2ccc(C(F)(F)F)cc2)=N1 (stereo unspecified),99,106,102,97,106,112,105,104
C/C=C\C=C(C(=O)OC)C(=O)OC,103,116,100,106,102,100,96,106
COc1ccc(CNc2ccnc3[nH]c4ccc(C#N)cc4c23)cc1,90,83,76,89,81,91,83,101
O=C1NC(=O)C(Cc2ccc(Cl)cc2)(c2ccccc2)N1 (stereo unspecified),110,123,104,106,108,104,85,108
O=Cc1c2ccccc2cc2ccccc12,99,108,80,89,97,101,76,83
Clc1cc2c(c(CSc3nc4ccccc4n4cccc34)c1)OCOC2,85,106,86,79,59,67,61,107

# Next records
# Short keys – A = SF-268; B = DU-145; C = U251; D = SF-295; E = OVCAR-8; F = SF-539; G = PC-3; H = SNB-19
Compound: O=c1[nH]c2ccccc2cc1-c1nnc(-c2cccnc2)o1
  A: 105 | B: 109 | C: 97 | D: 102 | E: 108 | F: 93 | G: 98 | H: 107
Compound: O=C(NNc1ccc([N+](=O)[O-])cn1)Nc1ccc(Cl)cc1
  A: 97 | B: 110 | C: 100 | D: · | E: 96 | F: 111 | G: 85 | H: 106
Compound: COc1ccc(-c2nc(SCC(C)C)nc(Nc3ccc(C(=O)O)cc3)c2C#N)cc1
  A: 91 | B: 89 | C: 95 | D: 76 | E: 97 | F: 97 | G: 82 | H: 98
Compound: O=C(Nc1ccc([N+](=O)[O-])cc1)c1ccc(Cl)c(Cl)c1
  A: 91 | B: 76 | C: 54 | D: 49 | E: 72 | F: 101 | G: 37 | H: 77
Compound: Cn1nc(SCc2ccccc2)c(=O)n(C(c2ccccc2)c2ccccc2)c1=O
  A: 88 | B: 96 | C: 99 | D: · | E: 100 | F: 93 | G: 74 | H: 99
Compound: COc1ccc(CCNC(=S)/N=C\C2=C(O)c3ccccc3C2=O)cc1OC
  A: 96 | B: · | C: 97 | D: 107 | E: 91 | F: 104 | G: 88 | H: 100
Compound: CN(C(=O)CCCCC(=O)N(C)c1ccccc1)c1ccccc1
  A: 94 | B: 110 | C: 82 | D: 107 | E: 103 | F: 101 | G: 91 | H: 92
Compound: CS(=O)(=O)c1ccc(-c2cc(-c3nnc(SCC(=O)c4ccccc4)n3-c3ccccc3)c3ccccc3n2)cc1
  A: 79 | B: 100 | C: 83 | D: 91 | E: 80 | F: 83 | G: 76 | H: 86
Compound: O=c1[nH]c(=O)n(Cc2ccc(F)cc2)c(=O)n1Cc1ccc(F)cc1
  A: 98 | B: 108 | C: 95 | D: 146 | E: 102 | F: 104 | G: 104 | H: 106
Compound: Nc1nc2cc(Cl)c(Br)cc2o1
  A: 93 | B: 103 | C: 102 | D: 97 | E: 100 | F: 101 | G: 101 | H: 92
Compound: CSc1nnc(CCC(=O)Nc2c(C)cccc2C(C)(C)C)o1
  A: 97 | B: 104 | C: 97 | D: 104 | E: 102 | F: 98 | G: 106 | H: 118
Compound: COc1ccc(-c2c[nH]c(C(=O)O)c2-c2cc(OC)c(OC)c(OC)c2)cc1
  A: 65 | B: 49 | C: 49 | D: 24 | E: 51 | F: 2.3* | G: 33 | H: 41
Compound: COc1ncc(OC)c(S(=O)(=O)Nc2ccc(N/C=C/C(=O)c3cc4c(ccc5ccccc54)oc3=O)cc2)n1
  A: 95 | B: 101 | C: 103 | D: 100 | E: 100 | F: 113 | G: 101 | H: 95
Compound: C/C(CN1CCCCC1)=N\O
  A: 119 | B: 145 | C: 105 | D: 98 | E: 99 | F: 95 | G: 108 | H: 92
Compound: C[N+]1=C(/C=C\C=C\c2ccccc2)C(C)(C)c2ccccc21
  A: 38 | B: 49 | C: 14 | D: 72 | E: 12 | F: 8.6* | G: 31 | H: 27
Compound: NC(=S)Nc1ccc(O)cc1
  A: 102 | B: 110 | C: 95 | D: 105 | E: 96 | F: 105 | G: 103 | H: 99
Compound: OCc1cnccc1NC12CC3CC(CC(C3)C1)C2
  A: 98 | B: 104 | C: 99 | D: 102 | E: 94 | F: 108 | G: 102 | H: 101
Compound: FC(F)(F)c1ccc2c(c1)C(c1cncnc1)=C1CCCN3Cc4ccccc4C123 (stereo unspecified)
  A: 96 | B: 102 | C: 98 | D: 99 | E: 99 | F: 101 | G: 94 | H: 95
Compound: CCN1CCN(c2cc(-c3cn[nH]c3-c3cc(C)cc(OC)c3)nc(-c3cccnc3)n2)CC1
  A: 87 | B: 75 | C: 48 | D: 100 | E: 80 | F: 83 | G: 100 | H: ·
Compound: CCOC(=O)Cc1csc2nc(-c3ccccc3)nn12
  A: 105 | B: 108 | C: 106 | D: 127 | E: 98 | F: 96 | G: 101 | H: 90
Compound: COC(=O)c1c(C(=O)OC)c2ccc3c4ccccc4ccc3n2c1C(=O)OC
  A: 103 | B: 121 | C: 97 | D: 93 | E: 107 | F: 99 | G: 99 | H: 81
Compound: CC(C)c1ccc2c(c1)CC[C@H]1[C@](C)(C(=O)OCC#CCN3CCOCC3)CCC[C@]21C
  A: 97 | B: 104 | C: 93 | D: 94 | E: 94 | F: 99 | G: 77 | H: 98
Compound: CCOC(=O)c1ccc(C(C)(C)C)cc1
  A: 99 | B: 104 | C: 98 | D: 108 | E: 103 | F: 110 | G: 105 | H: 112
Compound: CC(C)CCC[C@@H](C)[C@H]1CC[C@H]2[C@@H]3CC=C4C[C@@H](N(C)C)CC[C@]4(C)[C@H]3CC[C@]12C
  A: 100 | B: 107 | C: 98 | D: 97 | E: 108 | F: 107 | G: 92 | H: 104
Compound: Cc1ccc(/C=C/C2=NN(c3ccc(-c4ccccc4)nn3)C(c3ccc(C)o3)C2)o1 (stereo unspecified)
  A: 78 | B: 95 | C: 83 | D: 80 | E: 91 | F: 91 | G: 65 | H: 93
Compound: COc1cc(Cn2cc(C#N)c(N)c2C(=O)c2ccc(Cl)cc2Cl)cc(OC)c1OC
  A: 107 | B: 118 | C: 93 | D: 100 | E: 92 | F: 108 | G: 89 | H: 96
Compound: CC(Cc1ccccc1)(C1=N[C@H](c2ccccc2)CO1)C1=N[C@@H](c2ccccc2)CO1 (stereo partly specified)
  A: 94 | B: 101 | C: 91 | D: 98 | E: 98 | F: 98 | G: 83 | H: 91
Compound: CSc1nc(SCCO)c(C#N)c(-c2cccc([N+](=O)[O-])c2)n1
  A: 100 | B: 112 | C: · | D: 102 | E: 102 | F: 105 | G: 96 | H: 96
Compound: CCOC(=O)c1cc(OCC)nc2ccccc12
  A: 105 | B: 109 | C: 97 | D: 99 | E: 111 | F: 101 | G: 98 | H: 104
Compound: COc1ccc(N2CCN(S(=O)(=O)c3ncsc3-c3ccccc3)CC2)cc1
  A: 102 | B: 111 | C: 96 | D: 100 | E: 100 | F: 102 | G: 98 | H: 96

# Source: PubChem BioAssay
